# IL1B secr inh – inflammasome signaling inhibition, IL-1 beta readout; 4.7% of 360,000 active; THP-1 LPS/ATP IL-1B secretion, AlphaLISA, 16 h; stronger effect = lower value; activity change, % at 57.5 µM; in the data active = activity change below about -50%; inconclusive = mostly about -30% to -49%; note: % is set by controls: 0 for no effect and ±100 for the full control effect
#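 Secreted IL-1B measured by AlphaLISA bead assay after 16 h compound exposure of THP-1 cells; compounds (final up to 57.5 uM) added 1 h before LPS (250 ng/mL) and ATP (1.25 mM) stimulation; lower signal means less secretion.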
# HepG2 viability – HepG2 cytotoxicity, counter-screen for TGF-b inhibitors; HepG2 CAGA-GFP viability, ATP luminescence, 18 h; Potency, µM (series often up to 46.1 µM), inactives show top-dose activity change, negative = cytotoxicity, actives largely listed as cytotoxic; AID 588856; 0.76% of 410,000 active; note: potency is the fitted concentration of half-maximal effect; some results filed as inactive show a strong effect at the top dose
#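 HepG2 CAGA-GFP cells (1000/well, DMEM with 1% FBS) received compound, then TGF-beta at 500 pg/mL final, and were incubated 18 hours at 37 degrees C. Viability was read by CellTiter-Glo luminescence. Media-only wells were set as complete cell-killing and DMSO as no toxicity.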
# MCF10A rerep – inducers of DNA re-replication in MCF 10A breast cells; 2.9% of 350,000 active; MCF 10A DNA re-replication, Hoechst nuclear intensity, 48 h; AID 624296; Potency, µM (titrated, usually from 46.1 µM), without a hit: top-dose activity, positive = re-replication, hits mostly activators; note: potency is the fitted concentration of half-maximal effect; % of control where 0% means no effect; nearly all actives have a fitted effect of over 50% in size
# S2 tox – viability counter-screen for ATXN expression inhibitors | S2 cells (HEK-293 line with an ATXN2-luciferase reporter) viability, CellTiter-Fluor protease fluorescence, 24 h | Potency, µM (highest dose often 56.7 µM), most hits filed as cytotoxic | 0.49% of 400,000 active; note: potency is the fitted concentration of half-maximal effect; nearly all actives have a fitted effect of over 40% in size
# HT1080 IDH1KD tx – HT-1080 IDH1 knockdown cell toxicity (counter line) | 2% of 360,000 active | Potency, µM (series often up to 46.1 µM), for inactives: top-dose activity, negative = toxicity, usual class: cytotoxic | HT-1080 IDH1 knockdown viability, ATP luminescence, 48 h;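 note: potency is the fitted concentration of half-maximal effect; 0% = DMSO wells and -100% = cell-free medium wells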
#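 HT-1080-IDH1KD cells (IDH1 knocked down), 750/well in RPMI with 5% FBS, treated with compound 48 h at 37 degrees C. Viability by CellTiter-Glo luminescence, normalised to DMSO and no-cell wells; concentration-response curves classed.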
# SW480 rereplic – inducers of DNA re-replication in SW480 colon cancer cells; SW480 DNA re-replication, Hoechst DNA content imaging, 48 h; Potency, µM (titrated, usually from 46.1 µM), for the others: top-dose re-replication activation, hits mostly activators; 1.8% of 340,000 active; AID 624297; note: potency is the fitted concentration of half-maximal effect; % of control where 0% means no effect; nearly all actives have a fitted effect of over 55% in size
#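 First, 250 cells per well were seeded. Next, compound or vehicle (23 nL) was pinned in, plates sat 48 hr at 37 C. Finally Hoechst was added for 40 min before fluorescence scanning.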
# ATXN2 expr inh – reduces ATXN2 reporter expression in HEK-293 cells; AID 1745845; 0.72% of 360,000 active; HEK-293 ATXN2-luciferase reporter, luminescence, 24 h; Potency, µM (top dose mostly 57 µM), for the others: top-dose activity change, negative = inhibition, usual class: inhibitors; note: potency is the fitted concentration of half-maximal effect; % is set by controls: 0 for no effect and ±100 for the full control effect; nearly all actives have a fitted effect of over 55% in size
#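 ATXN2-luciferase reporter cells (luciferase flanked by upstream and downstream ATXN2 gene portions) were treated 24 h at 37 °C with compounds at up to 57 uM. SteadyGlo luminescence gave expression; GF-AFC fluorescence gave viability.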
# HT1080-NT tox – kills 2HG-producing HT-1080-NT fibrosarcoma cells | HT-1080-NT fibrosarcoma viability, CellTiter-Glo ATP luminescence, 48 h | Potency, µM (series often up to 46.1 µM), inactives show top-dose activity, negative = less viability, hits mostly cytotoxic | 1.6% of 360,000 active | AID 686970;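 note: NT is the 2HG producing partner of a matched IDH1 knockdown line; potency is the fitted concentration of half-maximal effect; 0% = DMSO-treated cells and -100% = media-only wells without cells; nearly all actives have a fitted effect of over 55% in size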
#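 Fibrosarcoma NT cells, 750 per well in 5% FBS RPMI, were exposed to compound for 48 hours. Viability: CellTiter-Glo luminescence.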
# KB-3-1 tox – kills parental KB-3-1 adenocarcinoma cells; KB-3-1 viability, CellTiter-Glo ATP luminescence, 72 h; 1.4% of 400,000 active; Potency, µM (series often up to 46.1 µM), inactives show at the top dose activity change, negative = cytotoxic, most hits filed as cytotoxic; note: potency is the fitted concentration of half-maximal effect; % is set by controls: 0 for no effect and ±100 for the full control effect; nearly all actives have a fitted effect of over 60% in size
#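 Cytotoxicity in the drug-sensitive parental line KB-3-1 was scored as loss of CellTiter-Glo luminescence following 72 h incubation with compound. Values come from curve fitting of normalized concentration-response data.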
# An asterisk follows results filed as active; i = inactive; u = inconclusive; x = no result given; & = joins results of further samples; [ ] = another dose, or the depositor's remark. Unless noted, calls come from the whole dose curve; as a rule, active = well fitted curve in the direction sought with a large enough effect; inconclusive = small, poorly fitted or top-dose-only effect, or another doubt; inactive = no such curve, though single readings can be large; an effect the other way counts as inactive or inconclusive.
SMILES,IL1B secr inh,HepG2 viability,MCF10A rerep,S2 tox,HT1080 IDH1KD tx,SW480 rereplic,ATXN2 expr inh,HT1080-NT tox,KB-3-1 tox
OCCN(Cc1ccccc1)Cc1cccc(F)c1,15.4,-1.9%,26.9%,i,1.5%,-10.0%,2.8%,4.3%,13.2%
CCCCP(=O)(CCCC)Cc1ccccc1O,18.4,5.1%,-4.1%,i,10.2%,-2.1%,1.7%,7.0%,13.1%
CC1=C(C(=O)NC2CCCc3c2cnn3-c2ccc(F)cc2F)OCCO1 (stereo not given),7.7,-4.0%,0.9%,i,-18.5%,7.4%,-14.1%,-2.2%,u
CO/N=C/C(c1ncc(C(F)(F)F)cc1Cl)S(=O)(=O)c1ccccc1 (stereo not given),-0.5,2.8%,7.0%,i,-1.0%,2.0%,16.5%,3.4%,1.2%
CC(NC(=O)CCCC1=NS(=O)(=O)c2ccccc2N1)c1ccccc1 (stereo not given),x,-1.1%,x,i,x,x,-10.0%,x,-9.5%
O=[N+]([O-])c1ccc(Cl)c(C2Nc3cccc4cccc(c34)N2)c1,-18.6,-35.3%,165.8%[0.0737 µM],u,-5.5%,0.9%,u,-24.9%,10.3µM*
Cn1c(CN2CCOCC2)nc2cc(NC(=O)COc3ccc([N+](=O)[O-])cc3)ccc21,26.8,-33.9%,-0.3%,i,1.8%,-6.3%,-24.4%,-0.3%,-27.5%
CCOC(=O)c1cnc2c(Cl)cccc2c1NCCN1CCOCC1,3.9,-10.7%&7.7%,3.0%,i,-0.6%,0.6%,-3.6%&-6.8%,2.1%,14.6%&-5.4%
CN(CC(=O)Nc1cccc(F)c1)C(=O)CCCN1C(=O)c2cccc3cccc(c23)C1=O,-65.1*,0.0%,3.6%,i,-9.2%,7.7%,0.7%,-10.0%,11.2%
CCN(c1ncnc2c1cnn2-c1ccc(C)cc1)C1CCCCC1,x,-4.3%,x,i,x,x,11.6%,x,0.1%
Cc1ccc(NC(=O)c2ccc(C(C)(C)C)cc2)cc1[N+](=O)[O-],-5.8,6.0%,u,i,-2.5%,0.7%,62.9%[activator],0.1%,-0.3%
COc1ccc(-c2nnc(SCC(=O)Nc3cccc(C)c3)s2)cc1,x,-18.5%,x,i,x,x,18.3%,x,7.5%
COc1cc(NC(=O)Cn2c(=O)n(-c3cccc(C)c3)c(=O)c3c(C)c(C)sc32)cc(OC)c1,-5.5,-32.9%,u,u,-27.8%,16.4%,-30.3%,-13.2%,-0.7%
Cc1ccc(CSc2ccc(S(=O)(=O)N3CCCC3)cn2)cc1,-1.2,0.2%,12.0%,i,-0.8%,-0.3%,x,-3.5%,-10.4%
CC(C)N1CCNCC1,11.0,10.8%,-2.0%,u,-0.9%,-4.0%,x,-1.2%,7.8%
COc1cccc(NC(=O)CN(C)C(=O)CCSc2ccc(C)cc2)c1,10.9,-52.3%,-3.8%,i,-9.6%,-1.1%,-18.2%,-2.8%,-7.9%
CCN(CC)C(=O)Cn1cnc([N+](=O)[O-])n1,30.5,5.0%,-7.3%,i,0.0%,-9.2%,-0.3%,6.7%,18.9%
Cc1ccc(OCCCC(=O)Nc2ccc(S(N)(=O)=O)cc2)cc1,-1.5,-3.7%,-34.4%[inhibitor],u,-3.9%,0.9%,-6.3%,-3.6%,-0.3%
COc1ccc(NC(=O)CN2CCN(C(=O)C3CCCO3)CC2)c(OC)c1 (stereo not given),5.6,-1.7%,-2.0%,i,3.8%,-1.8%,7.0%,5.7%,-1.9%
CCNC(=O)C1CCCN(c2ncnc3onc(C)c23)C1 (stereo not given),x,1.8%,x,i,x,x,-4.8%,x,-3.6%
Cc1ccc(S(=O)(=O)N2C[C@H]3[C@H]4C(=O)N(Cc5ccccc5)C(=O)[C@H]4CC(=O)[C@H]3[C@@H]2c2ccccc2)cc1,9.8,-14.6%,x,i,11.7%,x,11.0%,11.6%,0.1%
COc1cccc(NC(=O)c2ccn(C)n2)c1,-20.4,-34.1%,1.3%,u,-0.7%,-11.5%,11.5%,0.4%,-0.7%
Cc1ccc(NC(=O)c2ccc3c(c2)[nH]c(=O)n3C(C)C)cc1,-24.1,10.7%,1.3%,i,-10.5%,-5.2%,9.9%,-5.5%,-12.0%
Cc1cc(OC(C)C(=O)NC2CC(C)(C)NC(C)(C)C2)c2c(C)cc(=O)oc2c1 (stereo not given),-4.2,2.8%,0.6%,i,15.0%,-7.7%,x,-8.3%,-0.9%
NC(=O)c1ccc(NC(=O)COC(=O)CCC2CCCCC2)cc1,13.1,-25.3%,-0.6%,i,13.3%,0.1%,1.8%,-1.5%,23.3%

# Next part; it opens with the two that closed the last part.
SMILES,IL1B secr inh,HepG2 viability,MCF10A rerep,S2 tox,HT1080 IDH1KD tx,SW480 rereplic,ATXN2 expr inh,HT1080-NT tox,KB-3-1 tox
Cc1cc(OC(C)C(=O)NC2CC(C)(C)NC(C)(C)C2)c2c(C)cc(=O)oc2c1 (stereo not given),-4.2,2.8%,0.6%,i,15.0%,-7.7%,x,-8.3%,-0.9%
NC(=O)c1ccc(NC(=O)COC(=O)CCC2CCCCC2)cc1,13.1,-25.3%,-0.6%,i,13.3%,0.1%,1.8%,-1.5%,23.3%
CN(CC(=O)Nc1ccc(Cl)c(C(F)(F)F)c1)C(=O)C1CC(=O)N(CCc2ccccc2)C1 (stereo not given),u,-16.0%,u,u,-15.9%,18.5%,-24.6%,-2.7%,u
Cc1ccc(NC(=O)c2cc(CC(C)C)nc3ccccc23)cc1,u,-12.3%,9.7%,i,-4.7%,-2.4%,-5.2%,-0.2%,23.2%
COc1ccc(Cc2nnc(NC(=O)C3CC(=O)N(c4ccccc4)C3)s2)cc1OC (stereo not given),27.6,3.8%,6.3%,i,-13.1%,1.1%,-1.2%,-5.8%,15.3%
COC(=O)Cn1cc(C(=O)OC)c2ccccc21,-17.3,-5.8%,-3.5%,i,-0.7%,-3.2%,-7.9%,1.1%,-0.3%
CCOC(=O)/C=C/c1ccccc1S(=O)(=O)NC(C)(C)C,24.7,-8.3%&32.8%,1.8%,i,-0.8%,0.2%,5.8%,0.1%,14.7%&-21.6%
CCN(Cc1ccccc1)S(=O)(=O)c1ccc(F)cc1,-3.0,-20.2%,0.8%,i,-3.9%,8.6%,-4.2%,-8.7%,-10.7%
NC(=O)c1ccc([N+](=O)[O-])cc1SCc1ccccc1,23.0,-2.7%,-2.3%,i,11.5%,-0.2%,-2.9%,3.3%,-2.1%
COc1cc(CN2C(=O)C(CCc3ccccc3)ON=C2c2cnccn2)cc(OC)c1 (stereo not given),-28.7,-3.6%,x,i,u,x,-10.1%,-29.7%,-27.8%
COc1cccc(CNc2nc3cc(-c4ccccc4CO)sc3c(=O)n2C)c1,-9.5,-20.4%,x,u,u,x,-4.2%,29.1µM*,u
CCOc1ccccc1NC(=O)CSc1ccc([N+](=O)[O-])cc1,22.6,0.8%,1.2%,i,8.7%,-3.3%,-18.2%,2.0%,-5.3%
O=C(COC(=O)c1ccc2c(c1)OCO2)Nc1ccccc1OC(F)F,-1.6,5.2%,1.5%,i,-3.7%,-3.8%,9.4%,3.3%,-0.7%
O=C(NC1CCCC1)C(c1ccc(F)cc1)N(Cc1ccc(Cl)cc1)C(=O)CCl (stereo not given),-102.3*,-33.5%,11.3%,i,-12.7%,0.6%,-0.7%,-0.8%,u
Cc1nnc2nc(-c3ccccc3)nc(-c3ccccc3)n12,-7.7,0.1%,-0.2%,i,13.7%,2.6%,x,22.0%,-20.9%
CN(Cc1ccc(OC(F)F)cc1)C(=O)C1CCN(S(=O)(=O)c2ccc3c(c2)OCCO3)CC1,-2.1,-40.5%,28.9%,x,-5.6%,-10.1%,x,1.9%,-12.0%
Cc1ccc(-c2nnc(NC(=O)c3c(F)cccc3Cl)s2)cc1,-7.9,-0.8%,-9.2%,i,-3.2%,-6.8%,-13.8%,0.5%,0.0%
O=C(CSC1CN(C(c2ccccc2)c2ccccc2)C1)N/N=C/c1ccccc1,-22.8,i,u,i,23.1µM*,-14.8%,1.5%,u,-2.4%
CS(=O)(=O)c1ccc(Cl)c(NC(=O)COC(=O)COc2ccc3c(c2)CCC3)c1,4.5,9.1%,u,i,14.3%,-591.6%[inhibitor],-17.3%,10.8%,-3.8%
COc1ccccc1-n1c(SCC(=O)NC(C)(C)C)nc(O)cc1=O,0.7,3.9%,0.0%,i,13.6%,-4.8%,5.4%,7.7%,-1.2%
CCCCc1nc2sc3c(SCCN(C)C)ncnc3c2c2c1CCC2,x,-5.0%,u,i,15.6%,-32.2%[inhibitor],-25.9%,-22.9%,-6.4%
Cc1cccc(OCC(=O)Nc2ccccc2N2CCN(C(=O)C(C)C)CC2)c1C,50.4,-24.6%,4.8%,i,-1.5%,-6.1%,u,-0.6%,-3.7%
O=C(O)CCNC(=O)COc1ccc2c3c(c(=O)oc2c1)CCCC3,-5.2,4.5%,7.5%,i,17.4%,6.5%,-6.7%,11.5%,20.8%
CCN(CC)CCOC(=O)c1ccc(NC(=O)c2cc3c(s2)-c2ccccc2OC3)cc1,x,10µM*,x,i,x,x,u,x,4.4%
COC(=O)C1CC(=O)N(c2ccc(C)cc2)C1 (stereo not given),-1.9,19.0%,0.3%,i,3.5%,0.6%,x,-1.1%,0.1%
Nc1nnc(SCCCC(=O)c2ccccc2)s1,-2.2,-2.1%,1.8%,i,-7.0%,u,13.3%,1.0%,-14.6%
CCc1cccc(C)c1NC(=O)c1ccccc1,-9.9,-1.2%,-1.3%,i,9.8%,3.2%,-4.1%,18.8%,-6.9%
CCCCn1c(=N)n(CCOc2ccc(C)cc2)c2ccccc21,x,-97.4%,u,u,u,18.4µM*,u,u,u
CC(C)c1ccc(C(=O)OCC(=O)Nc2cccc(S(=O)(=O)NC3=NCCC3)c2)cc1,21.5,-3.1%,x,i,0.1%,x,x,-5.3%,-10.7%
Cc1ccc2c(CC(=O)NC3=NCCS3)coc2c1,11.7,-9.5%,u,i,8.0%,4.1%,17.3%,9.1%,11.6%
